HIF-2a block – blocks HIF-2a reporter activity; 786-0 RCC cells HIF-2a reporter, luciferase luminescence, overnight; inhibition, % at 18.8 µM; hit rate 0.72% among 360,000;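 active means inhibition of the luminescence signal of 40% or more relative to plate controls, in a single-dose primary screen at 18.75 µM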
NR2E3 ag-1 – activates human photoreceptor nuclear receptor NR2E3; Q9Y5X4; GST-NR2E3/biotin-RetCOR TR-FRET, 1536-well; inhibition of corepressor binding, % at 4.78 µM; hit rate 0.12% among 320,000; AID 2300;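 active means percent inhibition above the cutoff of mean plus 3 SD of all tested compounds, set per screening campaign, cut at about 20% in these data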;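 further: 0% = DMSO wells and 100% = biotin wells as full block of FRET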
Target sequence (Q9Y5X4 whole entry, looked up): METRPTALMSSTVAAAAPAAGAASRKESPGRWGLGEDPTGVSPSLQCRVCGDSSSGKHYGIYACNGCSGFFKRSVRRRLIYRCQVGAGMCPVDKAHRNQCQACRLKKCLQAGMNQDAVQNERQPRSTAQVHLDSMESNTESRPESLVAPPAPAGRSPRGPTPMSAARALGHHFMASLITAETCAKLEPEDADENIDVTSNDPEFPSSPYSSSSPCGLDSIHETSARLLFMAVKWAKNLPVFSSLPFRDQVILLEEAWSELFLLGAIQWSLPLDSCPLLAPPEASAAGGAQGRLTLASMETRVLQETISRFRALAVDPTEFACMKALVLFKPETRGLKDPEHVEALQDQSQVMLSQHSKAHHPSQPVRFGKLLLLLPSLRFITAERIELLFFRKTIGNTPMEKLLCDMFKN
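Format: 1536-well format; test system: GST-NR2E3 and biotin-RetCOR proteins; read-out basis: percent inhibition of TR-FRET ratio; timing: 5 h incubation at 4 °C; detection: time-resolved FRET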
TROY signal inh – blocks TROY-dependent signaling in reporter cells. Q293 LMP1-TROYcd NF-kB luciferase reporter, 4 h. inhibition, % at 10 µM. hit rate 0.98% among 360,000. AID 1347056;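 active means compounds whose plate-normalised and pattern-corrected inhibition of the luciferase reporter signal at the single screening dose is 50% or more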
Shn3 3UTR inh – Schnurri-3 reporter inhibition in Clone20 osteoblasts; Clone20 osteoblast Shn3 3'UTR firefly luciferase, 24 h; inhibition, % at 12.5 µM; hit rate 0.52% among 360,000;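 active means mean inhibition of at least 75% with every replicate also reaching 75%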;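 further: 0% = median of neutral control wells and 100% = pilot-screen positive control compound; some compounds past the cut are filed as inactive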
TWEAK Fn14 block – blocks TWEAK-Fn14 interaction in a reporter cell assay; TWEAK-stimulated Fn14 reporter cells, luciferase luminescence, 8 h; inhibition, % at 10 µM; hit rate 2% among 360,000; AID 1159606; in the data active means inhibition above about 50%
NR2E3 ag-2 – agonists of human NR2E3 nuclear receptor | Q9Y5X4 | CHO-S Gal4-NCOR/VP16-NR2E3 two-hybrid, luciferase | inhibition of corepressor binding, % at 3.98 µM | hit rate 0.35% among 360,000 | AID 602229;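 active means inhibition above the mean of all tested compounds plus 3 SD, cut at about 70% in these data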;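 further: 0% = DMSO with NR2E3 transfected cells and 100% = cells lacking NR2E3 construct; higher means lower luciferase signal from less NR2E3 corepressor binding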
KKLEB tox – counter-screen for CF NF-kB inhibitors: cytotoxicity | KKLEB CF airway cells viability, ATPlite luminescence, overnight; stronger effect = lower value; cells stimulated with P. aeruginosa culture filtrate | activity change (cytotoxicity), % at 5 µM | hit rate 0.36% among 360,000;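 active means corrected activity change at or below -50% at 5 µM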
TRAIL sens C8 – caspase-8 TRAIL sensitization; inhibition (viability loss, TRAIL sensitization), % at 10 µM; hit rate 1% among 360,000; NB7+C8 cells + TRAIL, ATPlite viability luminescence;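 active means compounds causing at least 50% loss of cell viability in the single-dose screen, relative to plate controls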
TRPM1 prom inh – MITF TRPM1 promoter inhibition in SK-MEL-5 cells. inhibition, % at 12.5 µM. AID 488899. hit rate 0.83% among 330,000. SK-MEL-5 TRPM1 promoter luciferase, 24 h;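 active means mean inhibition across replicates of 60% or more, whatever share of single replicates reaches that level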; further: values of inactives mirror those of a sister screen read the other way
Peg3 prom inh – inhibitors of Peg3 promoter | HeLa PEG-Prom luciferase reporter, luminescence, overnight | hit rate 1.7% among 360,000 | inhibition, % at 20 µM;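 active means inhibition of at least 50% at 20 µM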
CF NFkB block – blocks PAF-induced NF-kB reporter in cystic fibrosis cells | KKLEB NF-kB-GFP reporter, GFP fluorescence overnight | inhibition, % at 5 µM | hit rate 0.86% among 360,000 | AID 588850;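 active means at least 50% inhibition at 5 µM, scaled per plate between neutral and stimulator controls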;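 further: PAF is a Pseudomonas aeruginosa culture filtrate used as stimulus; plate controls were PAF-stimulated DMSO wells for no effect and unstimulated DMSO wells for full effect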
* = called active by the depositor; . = no result given.

SMILES | HIF-2a block | NR2E3 ag-1 | TROY signal inh | Shn3 3UTR inh | TWEAK Fn14 block | NR2E3 ag-2 | KKLEB tox | TRAIL sens C8 | TRPM1 prom inh | Peg3 prom inh | CF NFkB block
N#CCCN(CCN1CCCC1)S(=O)(=O)c1ccc(-c2ccc([N+](=O)[O-])cc2)cc1 | 18 | 3 | -7 | 18 | -8 | -20 | 9 | -3 | 9 | 9 | -2
Cc1ccc(NC(=O)COC(=O)C2CC2)cc1S(=O)(=O)N1CCOCC1 | 12 | . | 4 | -3 | -2 | -23 | 6 | 0 | -2 | -14 | 16
O=C(NCCC1=CCCCC1)c1cc(S(=O)(=O)N2CCOCC2)c(Cl)cc1Cl | 10 | -3 | -7 | 13 | -2 | -19 | -3 | 4 | 27 | 0 | 9
CC(=O)c1cccc(NC(=O)COC(=O)c2ccc(S(C)(=O)=O)c([N+](=O)[O-])c2)c1 | 14 | 10 | 45 | 27 | 64* | 14 | -1 | 4 | 5 | 8 | 63*
COc1ccc(CCNC(=O)CSc2cccc3cccnc23)cc1OC | 6 | 3 | 4 | 15 | 10 | 2 | 3 | 0 | -3 | 6 | 4
CCCNC(=O)NC(C(=O)OC)C12CC3CC(CC(C3)C1)C2 (stereo not drawn) | 16 | -2 | -5 | 0 | 12 | -7 | 3 | -8 | 0 | 10 | 6
Cc1ccc(N2CCN(S(=O)(=O)c3ccc4oc(=O)ccc4c3)CC2)c(C)c1 | 2 | 3 | 15 | 27 | -22 | 31 | -3 | -3 | 11 | 5 | 6
COCCn1c(SCC(=O)Nc2ccccc2OC)nc2c([nH]c3ccccc32)c1=O | 31 | 0 | 7 | 23 | 43 | -3 | 1 | 13 | 24 | 24 | -7
O=c1[nH]c(CN2CCN(c3ccc([N+](=O)[O-])cc3)CC2)nc2ccsc12 | 14 | 0 | 30 | 16 | 5 | 2 | -8 | 9 | 12 | 24 | 10
O=C(O)c1cc(S(=O)(=O)O)cc(Nc2c3ccccc3nc3ccccc23)c1O | 15 | -3 | 7 | 8 | 3 | -25 | -1 | -11 | 12 | 5 | -11
Cc1ccccc1NC(=O)COC(=O)c1c(-c2ccccc2)noc1C | 4 | 1 | 1 | 24 | -1 | -25 | 1 | 10 | 2 | -106 | 7
Cc1nc(-c2coc3cc(O)c(C)cc3c2=O)cs1 | -121 | -2 | 34 | 11 | 65* | -107 | 0 | 60* | 18 | -24 | -13
CSc1ccc(CN(C)CC(=O)NC(=O)NC(C)(C)C)cc1 | 9 | 2 | 4 | 17 | 2 | 2 | -5 | -3 | -2 | 13 | -9
COc1cccc(C(CCc2cc(OC)c(OC)c(OC)c2)NC(C)=O)c1 (stereo not drawn) | -14 | . | -9 | -20 | 12 | -8 | -11 | 4 | -8 | -26 | -8
Nc1ccc(C(=O)OCC(=O)Nc2ccc([N+](=O)[O-])cc2C(F)(F)F)cc1 | 4 | -1 | 8 | -5 | -3 | -15 | -6 | -9 | -9 | 2 | -24
COCCCNC1=C(Cl)C(=O)c2ccccc2C1=O | 84* | -7 | -18 | . | -6 | 15 | 18 | 12 | 39 | -77 | -33
COc1cc(NC(=O)CSc2nc3ncnc(N)c3[nH]2)c(C(=O)O)cc1OC | 5 | -5 | 2 | -3 | 35 | -8 | -12 | 0 | 9 | -5 | -7
Cc1ccc(S(=O)(=O)NCc2ccc(C(=O)NCCCN3CCN(C)CC3)cc2)cc1 | 12 | 3 | 13 | 6 | 0 | 12 | -2 | -7 | 3 | 15 | 1
COc1ccc(-n2ncc3c(=O)n(CC(=O)NC(C)C)cnc32)cc1 | 8 | 0 | 11 | -19 | 12 | -7 | 6 | 8 | 3 | 1 | 8
COc1cc2c(cc1OC)CN(C(=O)/C=C/c1cc(OC)c(OC)c(OC)c1)CC2 | 3 | 3 | 4 | 10 | -11 | -19 | -7 | 12 | 3 | 3 | -12
Cc1ccc(C(=O)NNC(=O)C2CCN(S(=O)(=O)c3ccc(C)cc3)CC2)cc1 | 11 | -1 | 3 | 6 | 15 | -14 | 9 | -6 | -1 | -11 | 2
COc1ccccc1C(=O)NNC(=O)c1ccc2ccccc2c1 | -79 | 3 | -13 | -3 | -12 | -13 | 17 | 22 | -9 | -58 | -12
O=C(O)C1=CCCNC1 | 0 | 3 | 4 | 15 | 24 | 9 | -4 | -5 | 1 | 6 | -11
N/C(=N\OC(=O)CC1CCCCC1)c1cccc(Br)c1 | -92 | 2 | -29 | -31 | -39 | -4 | 12 | 20 | -2 | -62 | -29
COCC1CCN(Cc2cn[nH]c2-c2cc(OC)c(OC)c(OC)c2)CC1 | 8 | -2 | -4 | 11 | 5 | -25 | -2 | 3 | 14 | -1 | -15

A draw from above in order of molecular weight, descending.
SMILES | HIF-2a block | NR2E3 ag-1 | TROY signal inh | Shn3 3UTR inh | TWEAK Fn14 block | NR2E3 ag-2 | KKLEB tox | TRAIL sens C8 | TRPM1 prom inh | Peg3 prom inh | CF NFkB block
Cc1ccc(C(=O)NNC(=O)C2CCN(S(=O)(=O)c3ccc(C)cc3)CC2)cc1 | 11 | -1 | 3 | 6 | 15 | -14 | 9 | -6 | -1 | -11 | 2
COc1cccc(C(CCc2cc(OC)c(OC)c(OC)c2)NC(C)=O)c1 (stereo not drawn) | -14 | . | -9 | -20 | 12 | -8 | -11 | 4 | -8 | -26 | -8
CCCNC(=O)NC(C(=O)OC)C12CC3CC(CC(C3)C1)C2 (stereo not drawn) | 16 | -2 | -5 | 0 | 12 | -7 | 3 | -8 | 0 | 10 | 6

Next section.
SMILES | HIF-2a block | NR2E3 ag-1 | TROY signal inh | Shn3 3UTR inh | TWEAK Fn14 block | NR2E3 ag-2 | KKLEB tox | TRAIL sens C8 | TRPM1 prom inh | Peg3 prom inh | CF NFkB block
Cc1cccc(C)c1NC(=O)CNC(=O)c1c(-c2ccccc2)noc1C | 2 | 5 | 1 | -5 | 9 | -30 | 6 | 5 | 6 | -9 | -8
CCCOc1ccc(C(F)(F)F)cc1NC(=O)C1CC(=O)N(Cc2ccco2)C1 (stereo not drawn) | 11 | -3 | -2 | -2 | -12 | 1 | -26 | 5 | 0 | 17 | 12
Cc1ccc(C(C)C)c(OCC(=O)NNC(=O)C2CSC3(C)CCC(=O)N23)c1 (stereo not drawn) | 2 | . | -1 | -15 | 1 | -2 | -23 | -4 | -3 | -3 | -6
CCCCN(C)S(=O)(=O)c1cc2c3c(c1)CCC(=O)N3CCC2 | 11 | 3 | -1 | 16 | 0 | 0 | -5 | 6 | 0 | 8 | 21
O=S(=O)(Nc1ccn(-c2ccccc2)n1)c1ccc(Br)cc1 | -72 | 5 | -19 | -7 | -23 | -26 | -21 | 13 | -7 | -22 | -3
Cc1nc(N2CCOCC2)[nH]c(=O)c1[N+](=O)[O-] | 23 | -5 | 0 | 8 | -4 | -12 | -1 | -14 | 11 | -1 | -7
O=C(Nc1cc(-c2ccccc2)[nH]n1)c1ccccc1 | -297 | 5 | -41 | -58 | -8 | -120 | 1 | 10 | -6 | -235 | 22
Nc1nncn1C(=O)CCCN1C(=O)c2ccccc2C1=O | 11 | -2 | -11 | 3 | -7 | 2 | 8 | 5 | -1 | 1 | -10
Cc1noc(C)c1S(=O)(=O)Nc1ccc2c(c1)C(=O)N([C@H](C)CO)C[C@H](C)[C@@H](CN(C)Cc1ccc(C(=O)O)cc1)O2 | 8 | . | -9 | 4 | 6 | 3 | 5 | 1 | -7 | 3 | 6
COCC(=O)N1CCC(Oc2ccc(C(=O)NCc3cnc(C)cn3)cc2)CC1 | 5 | 4 | -3 | -9 | -11 | -12 | -14 | 12 | -15 | -6 | 4
Nc1nonc1-n1nnc(C(=O)N/N=C/c2ccccc2)c1CSc1ccccc1 | 17 | 1 | 13 | 17 | -2 | -24 | -12 | -24 | . | 10 | 1
CCOC(=O)[C@]12CCC=C1N(Cc1ccc(Cl)cc1Cl)C(=O)[C@H](CC(=O)NCc1ccc(C)o1)C2 | -15 | . | 3 | . | -11 | 6 | . | -5 | . | . | .
CC1CC(C)CN(C(=O)Cc2c(C(=O)O)[nH]c3ccc(Cl)cc23)C1 (stereo not drawn) | 12 | 0 | 3 | -4 | 15 | -9 | 9 | 1 | 5 | 7 | 1
CC(c1ccccc1)N1CC(C(=O)N2CCN(Cc3ccc(C#N)cc3)CC2)CC1=O (stereo not drawn) | 12 | . | 7 | 5 | 4 | 6 | 3 | 3 | 2 | -3 | 3
COc1cc(/C=c2\sc3n(c2=O)CCCN=3)ccc1O | -49 | -6 | -21 | . | -22 | -14 | -5 | -4 | -6 | -113 | -10
C=CCOC(=O)C1=C[C@@H](c2ccc(C(F)(F)F)cc2)C[C@@H](OCc2ccc(CO)cc2)O1 | 2 | 0 | -13 | 14 | -3 | -31 | 8 | -4 | 0 | 1 | 0
O=C(Nc1ccccc1F)c1nc[nH]c1C(=O)NCc1ccccc1 | -17 | . | 8 | 10 | -3 | -17 | 2 | 9 | . | 20 | -12
CC1CCCCN1C(=O)COc1ccc(S(=O)(=O)N2CCCC2)cc1[N+](=O)[O-] (stereo not drawn) | -2 | 1 | 3 | 17 | -2 | -10 | 9 | -15 | -3 | 9 | -12
O=C(NCCN1CCCC1)c1ccccc1Cl | 12 | 2 | 4 | -10 | 5 | -7 | -6 | 8 | -2 | 9 | -5
COc1ccc(NC(=O)c2cc(-c3cc(C)cs3)[nH]n2)cc1OC | -64 | . | -19 | 4 | -7 | 0 | 3 | 13 | . | -60 | 28
COc1ccc(S(=O)(=O)Nc2c(NC3CCCCC3)c3ccccc3oc2=O)cc1Cl | 4 | -2 | 22 | -4 | -1 | -26 | -7 | 4 | 6 | 15 | 7
NC(c1ccccc1)c1csc(Nc2ccc(C(=O)NCCO)cc2)n1 (stereo not drawn) | 7 | . | -5 | 12 | -6 | -28 | 3 | 2 | . | 0 | -3
Cn1nnc(NC(=S)NC(=O)c2ccccc2)n1 | -4 | 2 | -23 | -14 | 4 | 2 | 0 | 8 | 1 | 2 | 6
COc1ccccc1C(=O)OCC(=O)Nc1ccc(Cl)cn1 | 6 | 0 | -13 | -9 | 2 | 4 | 1 | 8 | -6 | 17 | 9
COc1ccc(-n2nc(C(=O)NCC(=O)N3CCN(c4ccccn4)CC3)c3ccccc3c2=O)cc1Cl | -161 | 3 | 0 | 4 | 15 | -18 | -4 | 26 | -26 | -58 | -12
COc1ccc(NC(=O)c2ncn[nH]2)cc1 | -43 | -1 | -16 | -12 | -7 | -26 | -1 | 15 | -4 | -31 | 3
COc1ccc(CCNC(=O)COC(=O)Cn2cnc3c2c(=O)n(C)c(=O)n3C)cc1 | -9 | 2 | -4 | -8 | 10 | -6 | -10 | -10 | -5 | 4 | 10

Complete entries from above. Order of values: HIF-2a block, NR2E3 ag-1, TROY signal inh, Shn3 3UTR inh, TWEAK Fn14 block, NR2E3 ag-2, KKLEB tox, TRAIL sens C8, TRPM1 prom inh, Peg3 prom inh, CF NFkB block
CCOC(=O)[C@]12CCC=C1N(Cc1ccc(Cl)cc1Cl)C(=O)[C@H](CC(=O)NCc1ccc(C)o1)C2 is entered as -15, ., 3, ., -11, 6, ., -5, ., ., .
Cn1nnc(NC(=S)NC(=O)c2ccccc2)n1 is entered as -4, 2, -23, -14, 4, 2, 0, 8, 1, 2, 6

Bioassay records as filed in PubChem BioAssay.

Some of the compounds tested; the hit share may differ from the screen's.
